# Screening results (PubChem)
# NTR1 agonist – NTR1-driven beta-arrestin-GFP spot formation – imaging, U2OS cells, high content, primary screen (AID 493036); P30989; agonist mode; activation, % at 20 µM; 0.17% of 330,000 active;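 active means activation at or above 40% of the spot to cytoplasm intensity ratio, with at least 20 cells analyzed; inconclusive means wells under 20 cells, flagged as cytotoxic or low count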;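 further: 0% = DMSO without peptide and 100% = 100 nM NTR1 peptide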
# Target sequence (P30989 whole entry, looked up): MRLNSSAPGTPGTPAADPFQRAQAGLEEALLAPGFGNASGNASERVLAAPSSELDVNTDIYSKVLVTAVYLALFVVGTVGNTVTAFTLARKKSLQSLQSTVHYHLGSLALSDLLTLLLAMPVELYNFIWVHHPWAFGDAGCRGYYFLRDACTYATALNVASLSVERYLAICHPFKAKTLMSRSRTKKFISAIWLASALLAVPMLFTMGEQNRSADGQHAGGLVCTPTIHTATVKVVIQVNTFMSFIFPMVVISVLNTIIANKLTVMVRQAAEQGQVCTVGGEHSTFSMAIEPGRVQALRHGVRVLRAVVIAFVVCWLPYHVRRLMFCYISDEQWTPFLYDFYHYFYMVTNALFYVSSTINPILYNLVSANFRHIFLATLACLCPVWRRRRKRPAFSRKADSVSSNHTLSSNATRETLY
# Salmonella PhoP GFP – inhibitors of PhoP regulon expression, primary screen, Salmonella Typhimurium, GFP reporter (AID 1863). S. Typhimurium PhoP-regulated promoter GFP reporter, 4 h; higher % means a stronger effect. 0.16% of 300,000 active. inhibition, % at 50 µM; hits with a dose series show IC50 in µM;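 active means inhibition over 29.93%, a cutoff 3 SD above the screen mean, later confirmed by dose response; inconclusive means inhibition over 29.93% but no dose response follow-up; inactive means inhibition at most 29.93% or unconfirmed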;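 further: 0% = low Mg2+ inducing control and 100% = high Mg2+ repressing control; strong numbers were not always called active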
# Myeloid diff 2 – promotes myeloid progenitor differentiation; ER-HoxA9 myeloid progenitors, lysozyme-GFP differentiation, flow cytometry; calls only at 10 µM; 1% of 360,000 active; AID 624256;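 active means normalized GFP-positive differentiation at or above the plate's own cutoff, the solvent-only control mean plus 3 SD; inconclusive means no clear call, values can overlap the other calls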;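 further: cells exposed to compound for four days before flow analysis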
# T cell modulator – T cell immune modulators affecting CD8 T cell-vesicle binding | 2C CD8+ T cell-vesicle binding, flow cytometry; stronger effect = lower value | 0.068% of 330,000 active | AID 2052 | calls only at 7 µM;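 active means response, share of CD8 T cells binding vesicles, and their 90th percentile fluorescence all below set limits, cut at about 80% in these data, passing the limit was not always enough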
#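 Assay system: 2C TCR transgenic mouse naive CD8+ T cells, MACS-purified | Read-out: CD8+ gate FL2 mean fluorescence as % of same-row positive control | Signal: High-throughput flow cytometry with anti-B7-1 and anti-CD8 staining | Timing: Binding step 1.5 h, 37 °C, antibody labelling 20 min, ice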
# UTI89 phage lysis – protection from phage-mediated lysis, alamar blue read-out – E. coli UTI89, K1F phage, bacterial capsule biogenesis inhibitors (AID 488966). E. coli UTI89 K1F phage lysis, alamar blue, 2 h; higher % means a stronger effect. inhibition, % at 100 µM; hits with a dose series show IC50 in µM. 0.02% of 340,000 active;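 active means phage lysis inhibition, versus mean bacterial control, above a set limit; inconclusive means no clear call, values can overlap the other calls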;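 further: capsule biogenesis inhibitors block K1F phage lysis so surviving cells raise fluorescence; higher fluorescence means more inhibition of phage lysis; actives were called in the ten point dose series up to 300 µM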
# Large T inhibition – TAg ATPase/helicase activity blockers – biochemical (AID 1903); inhibition, % at 20 µM; hits with a dose series show IC50 in µM; 0.39% of 310,000 active; SV40 large T antigen ATPase/helicase inhibition assay; higher % means a stronger effect; in the data active means a potency from the dose series; inconclusive means inhibition mostly from about 32% at the one dose, without a potency; inactive means the rest, 99 in 100 with inhibition below about 32%; further: strong numbers were not always called active
# Rac1 GTP hydrolysis – MgcRacGAP GTPase-activating activity inhibitors, confirmation, biochemical, ADP Hunter fluorescence | MgcRacGAP-stimulated Rac1 GTP hydrolysis, ADP Hunter fluorescence; higher % means a stronger effect; GST-tagged Rac1 F28L mutant substrate | one-dose inhibition, % at 30 µM; IC50 in µM for titrated hits | 0.6% of 340,000 active;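 active means first-screen hits whose inhibition reached a set limit at any dose in the follow-up dose series; inconclusive means inhibition above the set first-screen limit but never retested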;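 further: fluorescence reports GDP produced by GAP-driven GTP hydrolysis; strong numbers were not always called active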
# TNAP activation fold – human TNAP enzyme activators, primary screen, biochemical, luminescent, no phosphate acceptor, uHTS (AID 1001); purified TNAP, luminescent activation assay, no phosphate acceptor; higher activation fold means a stronger effect; one-dose activation fold at 20 µM; EC50 in µM for titrated hits; 0.03% of 200,000 active; in the data active means activation fold from about 3, or a potency from the dose series; inactive means the rest, 99 in 100 with activation fold below about 1.6; further: many of its hits are not listed in these tables
# RSV antiviral HEp-2 – inhibition of RSV-induced cytopathic effect – HEp-2 cells, primary 10 µM value included (AID 2391); HEp-2 cells, RSV-induced CPE inhibition; higher % means a stronger effect; one-dose CPE inhibition, % at 10 µM; IC50 in µM for titrated hits; 0.13% of 310,000 active; in the data active means a potency from the dose series; inconclusive means CPE inhibition mostly from about 23% at the one dose, without a potency; inactive means the rest, 99 in 100 with CPE inhibition below about 21%; further: strong numbers were not always called active
# T cell modulator vesicle-bound % – further read-out of T cell modulator, marked with its call; double positive events, %; measured here: CD8+ vesicle-bound cell fraction;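 binding gate set so that unloaded-vesicle control wells show 10% double positive cells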
# NTR1 agonist cell count 20 µM – further read-out of NTR1 agonist, marked with its call; cell count; measured here: cell count, cytotoxicity flag
# Myeloid diff 2 GFP+ MAC1+ % – second read-out of Myeloid diff 2, no call of its own (marks repeat the call); GFP+ MAC1+ double positive, %; measured here: differentiation confirmed by MAC1 staining
# * marks the source's active call; other numbers are inactive results; i = inactive; ? = inconclusive; nt = not tested or not shown; + = active, no number; & = joins results of further samples; [ ] = remark or other dose.
SMILES,NTR1 agonist,NTR1 agonist cell count 20 µM,Salmonella PhoP GFP,Myeloid diff 2,Myeloid diff 2 GFP+ MAC1+ %,T cell modulator,T cell modulator vesicle-bound %,UTI89 phage lysis,Large T inhibition,Rac1 GTP hydrolysis,TNAP activation fold,RSV antiviral HEp-2
COc1ccc(S(=O)(=O)N2CCC(C(=O)N3CCCCC3)CC2)cc1Cl,-0.3,48,-12.9%,i,0.6,nt,nt,-0.4%,0.1%,4.3%,1.2,0.8%
CCC(C)NS(=O)(=O)c1ccc(OCC(=O)Nc2ccc3c(c2)OCO3)cc1 (stereo not given),1.8,55,-0.9%,i,5.2,i,22.9,0.2%,7.7%,1.7%,1,0.3%
CC(NC(=O)c1cccc(Br)c1)c1ccccc1 (stereo not given),-1.3,96,-2.2%,i,0.3,i,58.3,0.3%,5.2%,5.0%,1.1,0.2%
COc1ccc(C(=O)Nc2ccccc2C(=O)Nc2ccccn2)cc1,0.3,71,11.4%,i,0.5,i,24.8,0.3%,-5.9%,8.7%,nt,0.7%
C/C(CCS(=O)(=O)c1ccccc1)=N/O,-0.2,47,3.7%,nt,nt,i,44.5,-0.9%,-7.1%,0.7%,1,-1.2%
O=C(NCc1ccccc1Cl)c1ccc2ccccc2n1,1.4,46,6.8%,i,1.3,i,45.5,0.1%,3.5%,-1.0%,nt,5.2%
COc1ccc(N2CCN(C(=O)c3cc4ccccc4o3)CC2)cc1,2.4,45,-6.2%,i,1.2,i,34.1,0.4%,10.7%,2.1%,nt,1.4%
c1ccc(-c2ncc(-c3ccn[nH]3)s2)cc1,0.7,39,6.5%,nt,nt,i,39.6,-0.7%,11.4%,8.8%,1.1,12.2%
CC1C=CCC2C(=O)N(c3cccc(C(=O)Nc4ccc(F)cc4)c3)C(=O)C12 (stereo not given),0.6,42,1.1%,i,1.0,i,7.4,1.4%[50 µM],12.1%,-1.7%,nt,4.0%
NC(=S)NN=C1c2cc(S(=O)(=O)N3CCOCC3)ccc2-c2ccc(S(=O)(=O)N3CCOCC3)cc21,0.8,67,-2.2%,i,2.3,i,8.6,0.5%,22.1%,8.4%,0.9,3.5%
Cc1ccc(N2CCN(S(=O)(=O)c3ccc(F)cc3)CC2)c(C)c1,-0.6,55,1.5%,i,2.0,i,39.4,1.6%,9.2%,10.5%,1.1,2.7%
CCN(CC)CCNC(=O)NC(=O)c1ccc(Cl)cc1,-1.1,53,-0.7%,i,0.7,i,45.4,1.7%[50 µM],6.8%,-9.1%,1,0.6%
O=C(CSc1cccc[n+]1[O-])Nc1c(Br)cc([N+](=O)[O-])cc1Br,1.5,54,-1.7%,i,1.0,i,30.5,0.1%,11.1%,-6.2%,1.1,0.7%
COc1ccc(CCN2C(=O)NC(NC(=O)CCc3ccccc3)(C(F)(F)F)C2=O)cc1OC (stereo not given),0.4,57,15.2%,i,1.3,i,20.5,1.1%[50 µM],-0.4%,6.0%,1,4.4%
Cc1cc(C(=O)COc2ccccc2C(N)=O)c(C)n1C1CC1,1.6,40,-5.3%,i,0.1,i,31.6,5.4%,7.8%,3.3%,1.1,?
O=C(COC(=O)c1ccc(O)cc1O)Nc1ccc2ccccc2c1,13.6,91,nt,i,0.2,i,41.4,0.4%[50 µM],nt,4.1%,nt,16.4%
CCOc1ccccc1N1CCN(C(=O)CNC(=O)c2ccccc2F)CC1,0.0,55,3.9%,i,0.6,i,25.2,0.1%,6.4%,8.4%,nt,1.5%
COc1ccc(NC(=O)CC2SC(=NCC3CCCO3)NC2=O)cc1 (stereo not given),4.6,69,17.0%,i,0.2,i,46.6,0.3%,-1.3%,10.4%,1.1,0.1%
CCS(=O)(=O)N1N=C(c2cccc(NS(C)(=O)=O)c2)CC1c1ccccc1 (stereo not given),-3.0,88,0.1%,+,3.9*,i,51.7,0.2%,9.7%,4.2%,0.9,-0.7%
COc1ccc(C(=O)COC(=O)c2c(-c3ccccc3)noc2C)c(OC)c1,1.8,43,0.4%,i,0.6,i,47.3,1.6%[50 µM],7.0%,11.0%,nt,-0.3%
COc1ccc(CCNC(=O)CCCNC(=O)Cn2cnc3sc(C)c(C)c3c2=O)cc1OC,1.5,60,2.6%,i,1.2,i,39.9,-1.7%,20.6%,6.3%,1.2,-0.1%
O=C(Cc1ccccc1)NCCc1cccc(Cl)c1,-1.3,87,-6.7%,i,1.1,i,30.7,1.4%,-8.3%,6.0%,1.1,0.0%
Cc1occc1C(=O)N/N=C/c1ccc(OCc2ccccc2)cc1,-1.0,53,-4.1%,i,0.4,i,55.5,-0.5%,-0.9%,1.6%,nt,2.7%
O=C(N/N=C/c1ccco1)C(O)C(O)C(=O)N/N=C/c1ccco1 (stereo not given),-1.4,44,5.7%,i,0.2,i,26.1,0.5%,22.1%,6.3%,nt,0.6%
CCOC(=O)N1CCN(c2cc(=O)n(C)c(=O)n2C)CC1,-0.3,70,-6.3%,i,0.2,i,54.4,nt,8.3%,nt,nt,nt
COC(=O)c1ccc(C(=O)OC)c(NC(=O)CN2CCN(c3ccc(OC)cc3)CC2)c1,0.6,43,-8.8%,i,1.8,i,19.1,0.0%,0.0%,3.8%,1.1,5.8%
CC(C)CC(=O)Nc1ccc(S(=O)(=O)NCc2ccco2)cc1,-0.4,58,3.6%,i,1.3,i,21.8,-0.3%,7.4%,3.8%,1.1,3.0%
Cc1ccc(-c2nc(N3CCN(C)CC3)c3ccccc3n2)cc1,-0.1,56,-2.8%,i,0.8,i,50.6,1.2%,14.2%,-3.3%,nt,-1.0%
Cc1ccc(-n2c(SCc3nc4ccccc4c(=O)[nH]3)nnc2-c2ccccc2O)cc1,1.4,45,8.7%,i,0.0,i,37.4,-14.8%,4.5%,0.9%,1.3,3.7%
CCn1c(COc2ccc(Cl)cc2)nnc1SCc1ccc(C#N)cc1,-0.6,56,14.0%,i,0.4,i,58.4,0.1%,7.6%,8.6%,1.1,?
O=C(Nc1ccccc1C(=O)Nc1ccccc1)c1ccco1,-1.1,49,9.7%,i,3.7,i,9.5,0.5%,-1.4%,3.5%,nt,-0.1%
CCn1c(=O)cc(NC2=NCC(C)CN2c2cccc(Cl)c2)n(C)c1=O (stereo not given),5.1,71,-0.1%,i,0.8,i,35.1,0.3%,5.2%,7.2%,1,-0.8%
Cc1oc(/N=C/c2ccccc2O)c(C#N)c1C,-0.5,80,-10.9%,i,8.7,i,42.2,2.9%,6.1%,2.0%,1.1,1.5%
Cc1nn(CC(=O)NCc2ccc(C(=O)O)cc2)c(C)c1[N+](=O)[O-],-0.3,29,2.8%,i,0.0,i,48.3,0.9%,9.4%,3.8%,1.1,1.6%
O=C1OCCN1C(=O)[C@H]1[C@H](c2ccc(F)cc2)C(c2cccc(Cl)c2)=NN1c1ccccc1,5.7,48,nt,i,1.4,nt,nt,-0.1%,nt,2.1%,nt,nt
CS(=O)(=O)c1ccc(Cl)c(NC(=O)COC(=O)c2ccc(F)cc2Cl)c1,1.9,56,-7.9%,i,0.7,i,8.3,-0.3%,3.9%,-1.4%,1,-0.8%
Cn1c(=O)c2c(SCC(=O)N3CCN(c4ccccc4)CC3)nc(C3CC3)nc2n(C)c1=O,14.0,58,-6.7%,?,nt,i,8.3,-0.1%,12.8%&9.5%,-1.0%,1,1.4%
CSc1c2c(nc3ncnn13)CCC2,1.3,49,5.7%,i,2.0,i,48.2,2.2%[50 µM],3.8%,9.2%,1.1,2.0%
CCn1c(SCC(=O)N2CCN(c3cccc(Cl)c3)CC2)nc2ccccc2c1=O,5.6,102,1.3%,i,1.8,i,34.3,0.1%,5.1%,6.1%,1.1,38.9%
Cc1cc(NC(=O)Cn2cnc3sccc3c2=O)no1,1.4,86,nt,i,1.5,i,10.5,9.4%,nt,2.0%,nt,nt
CCCCCCCCSc1nnc(/N=C/N(C)C)s1,2.9,58,-8.9%,i,0.9,i,36.4,0.1%,-3.2%,-0.7%,nt,nt
N/C(CCS(=O)(=O)c1ccc(Cl)cc1)=N\OC(=O)c1ccc(Cl)cc1,2.9,51,-12.4%,i,0.2,i,17.3,0.1%,17.5%,14.3%,nt,1.8%
COc1ccc(NC(=O)c2cccc3c(Br)cccc23)cc1,2.1,56,-1.3%,i,1.0,i,50.1,-1.3%,18.3%,-11.6%,nt,1.6%
Cc1cc(C(=O)Nc2ccc(C)c(S(=O)(=O)N3CCOCC3)c2)c(C)o1,1.3,60,5.5%,i,0.4,i,26.4,0.3%,3.5%,-1.2%,1.2,2.6%
CCOc1ccccc1NC(=S)N(CCN(C)C)C(C)c1ccncc1 (stereo not given),0.5,58,-5.1%,i,1.4,i,44.8,-0.1%,8.1%,10.4%,1.1,-1.4%
CC(=O)N1CCOc2ccc(S(=O)(=O)NCCc3ccc(C)cc3)cc21,0.3,65,-8.9%,i,2.5,i,2.2,0.2%,4.9%,3.6%,nt,3.9%
CC(C)c1cc(C(=O)Nc2cccc(Cl)c2)no1,-0.2,77,3.9%,i,2.2,i,17.0,1.9%,4.0%,1.8%,1.1,4.8%
CC(=O)c1ccc(S(=O)(=O)N(Cc2cc3cc4c(cc3[nH]c2=O)OCCO4)CC2CCCO2)cc1 (stereo not given),0.3,39,-5.0%,i,2.6,i,16.6,1.4%,4.3%,8.1%,1,1.0%
COc1cccc(N/C(N)=N/c2nc(C(F)(F)F)cc(C(F)(F)F)n2)c1,5.5,40,-1.8%,i,0.1,i,29.9,0.8%,7.7%,4.0%,1.1,10.3%
CCOC(=O)C(C)(C)Sc1nc2c(cnn2-c2ccc(F)cc2)c(=O)[nH]1,-0.1,51,-0.6%,i,0.4,i,29.5,0.1%,22.9%,10.2%,nt,3.7%
